High-throughput results: PubChem, several laboratories
Tb MetRS inh = Trypanosoma brucei MetRS inhibition; purified T. brucei MetRS, ATP depletion, Kinase-Glo luminescence; hit rate 0.4% among 360,000; inhibition, % at 11.9 µM;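 active means inhibition above a per-plate cutoff of the control wells' mean inhibition plus 3 SD, cut at about 5.5% in these data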;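 further: 0% = DMSO wells median and 100% = median of wells with control inhibitor compound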
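technique = Kinase-Glo luminescence, ATP depletion format | system = purified MetRS (methionyl-tRNA synthetase) enzyme from Trypanosoma brucei | timing = 15 min preincubation, 2 h reaction, all 25 °C | evaluation = percent inhibition versus plate control medians | dosing = single dose, 11.9 µM final nominal, 0.9% final DMSO | also added = substrates ATP, L-methionine and bulk Escherichia coli tRNA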
NadD block = NadD (S. aureus) enzyme inhibition | purified NadD enzyme, colorimetric absorbance read-out | inhibition, % at 20 µM | hit rate 0.78% among 360,000; in the data active means inhibition above about 26%; further: some compounds past the cut are filed as inactive
STEP inh = STEP (human) phosphatase inhibition; P54829; AID 588621; inhibition, % at 20 µM; recombinant STEP, OMFP fluorogenic substrate, fluorescence; hit rate 0.25% among 360,000;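 active means inhibition at 20 µM, scaled per plate between control wells, above about 37%, limit read from the data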;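 further: 0% = DMSO with enzyme and substrate and 100% = substrate only without enzyme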
Target sequence (P54829 whole entry, looked up): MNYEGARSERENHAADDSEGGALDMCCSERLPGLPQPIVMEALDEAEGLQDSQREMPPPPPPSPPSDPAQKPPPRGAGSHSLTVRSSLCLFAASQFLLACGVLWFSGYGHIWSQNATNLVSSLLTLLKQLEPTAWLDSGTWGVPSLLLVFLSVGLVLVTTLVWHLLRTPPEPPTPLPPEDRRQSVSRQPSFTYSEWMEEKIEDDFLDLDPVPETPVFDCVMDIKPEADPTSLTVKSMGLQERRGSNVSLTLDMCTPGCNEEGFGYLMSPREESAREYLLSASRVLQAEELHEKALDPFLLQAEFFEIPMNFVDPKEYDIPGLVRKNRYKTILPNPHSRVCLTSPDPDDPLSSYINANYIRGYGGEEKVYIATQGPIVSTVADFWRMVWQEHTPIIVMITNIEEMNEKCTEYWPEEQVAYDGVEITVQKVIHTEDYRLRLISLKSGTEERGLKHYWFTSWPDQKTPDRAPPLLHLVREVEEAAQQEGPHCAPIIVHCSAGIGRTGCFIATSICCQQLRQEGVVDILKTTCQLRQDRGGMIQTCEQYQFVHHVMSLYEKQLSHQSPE
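Material: STEP (striatal-enriched tyrosine phosphatase) enzyme, cell-free | Medium: 50 mM Bis-Tris pH 6.0 with 2.5 mM DTT and 0.005% Tween 20 | Read-out: Percent inhibition scaled to no-enzyme and uninhibited-enzyme controls, plate-pattern corrected | Signal: Fluorescence read at 480 nm ex / 540 nm em | Times: 20 min reaction, room temperature, in the dark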
Scp1 inh = Scp-1 (human) phosphatase inhibition | hit rate 0.88% among 340,000 | Q9GZU7 | AID 493091 | Recombinant Scp1, phosphopeptide, malachite green phosphate absorbance | inhibition, % at 20 µM;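 active means inhibition above about 50% at 20 µM, limit read from the data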;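 further: plate controls were DMSO wells with enzyme for no effect and wells lacking enzyme for full effect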
Target sequence (Q9GZU7 76-261 limits assumed): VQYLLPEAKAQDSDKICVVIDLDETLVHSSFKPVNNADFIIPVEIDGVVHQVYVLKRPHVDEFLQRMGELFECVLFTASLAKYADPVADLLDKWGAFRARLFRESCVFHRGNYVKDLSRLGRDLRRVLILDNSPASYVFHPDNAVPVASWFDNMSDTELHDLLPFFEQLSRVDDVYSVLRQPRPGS
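Test system: SCP-1 phosphatase catalytic domain, residues 76-261; measured by: colorimetric phosphate reagent with accelerator and stabiliser, absorbance at 630 nm; timing: enzyme reaction 45 min at room temperature, colour 5 min, stabilisation 30 min; also added: Phosphorylated 17-residue peptide substrate; compound dosing: one concentration, 20 µM, with 1.0% DMSO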
NRP1-CendR mod = alters CendR peptide binding to human NRP-1 | O14786 | FAM-RPARPAR peptide binding to NRP-1, fluorescence polarization | inhibition, % at 25 µM | hit rate 0.85% among 360,000;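 active means inhibition or corrected inhibition above about 18%, plus a signal ratio from 0.5 to 1.5, limit read from the data, passing the limit was not always enough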; further: strong numbers were not always called active
DNMT1 block = inhibitors of human DNMT1 | P26358 | DNMT1 molecular beacon, Hinp1I cleavage, fluorescence | inhibition (reported as % activation of signal), % at 10 µM | hit rate 0.83% among 360,000 | AID 588458; in the data active means inhibition above about 50%
Neddyl block = cullin neddylation inhibition | AID 651699 | P61081+Q13564 | calls only at 25 µM | TR-FRET cullin neddylation, biochemical | hit rate 0.58% among 360,000; in the data active means inhibition above about 36%
LMPTP block = blocks human LMPTP phosphatase; P24666; recombinant LMPTP-A, OMFP fluorogenic substrate, fluorescence intensity; inhibition, % at 20 µM; hit rate 0.22% among 360,000;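 active means compounds that cut the enzyme signal by at least half of the control window in the single-dose screen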;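 further: plate controls were DMSO wells with enzyme plus substrate for no effect and substrate without enzyme for full effect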
Target sequence (P24666 whole entry, looked up): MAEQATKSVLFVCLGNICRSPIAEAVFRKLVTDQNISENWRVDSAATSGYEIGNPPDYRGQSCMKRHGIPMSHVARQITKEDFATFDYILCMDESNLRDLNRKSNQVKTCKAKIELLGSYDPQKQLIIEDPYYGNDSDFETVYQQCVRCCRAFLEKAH
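Test system – LMPTP-A enzyme · Amount – LMPTP-A at 0.625 nM final in the reaction · Buffer or medium – Bis-Tris pH 6.0, DTT, detergent · Reagent – OMFP 400 µM · Doses – single 20 µM dose · Schedule – reaction 50 min, room temperature, dark · Detection – fluorescence intensity of OMFP turnover product · Evaluation – percent inhibition versus substrate-only and uninhibited controls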
SUMO1-SIM PPI = modulators of human SUMO1-mediated protein-protein interactions. P63165. SUMO1 binding to a labelled peptide, TR-FRET, 1 h. inhibition, % at 20 µM. hit rate 0.33% among 360,000; in the data active means inhibition above about 37%
Target sequence (P63165 whole entry, looked up): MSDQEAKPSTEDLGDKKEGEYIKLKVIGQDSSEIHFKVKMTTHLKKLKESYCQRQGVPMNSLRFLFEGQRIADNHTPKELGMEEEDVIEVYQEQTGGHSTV
SKN-1 block = C. elegans SKN-1 inhibition | C. elegans VP596 Pgst-4::GFP/RFP ratio, acrylamide-induced, 24 h | inhibition, % at 21.8 µM | hit rate 0.49% among 360,000 | AID 624304;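 active means interference check ratio from 0.5 to 1.5 plus GFP to RFP signal ratio inhibition reaching or exceeding a fixed threshold, cut at about 30% in these data, passing the limit was not always enough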; further: some compounds called inactive have numbers as strong as hits
* marks the source's active call; other numbers are inactive results; i = inactive; . = not tested or not shown.

SMILES	Tb MetRS inh	NadD block	STEP inh	Scp1 inh	NRP1-CendR mod	DNMT1 block	Neddyl block	LMPTP block	SUMO1-SIM PPI	SKN-1 block
O=C(Nc1ccc(N2CCOCC2)c(S(=O)(=O)Nc2cc(Cl)ccc2Cl)c1)c1cccnc1	1.8	14	0	1	-12	-3	i	2.5	15	-1
CN(c1ccccc1)S(=O)(=O)c1cccc(NC(=O)CSc2ncn[nH]2)c1	-1.3	2	0	2	-10	-2	i	0.7	1	-17
CCCc1nnc(SCC(=O)O)n1/N=C/c1ccc2c(c1)OCO2	-1.2	3	-2	-6	3	1	i	-0.7	-8	18
Cc1cc(-c2ccccc2)nc(N2CCC(C(=O)NC34CC5CC(CC(C5)C3)C4)CC2)n1	0.0	15	3	7	0	-3	i	3.1	3	21
COC(=O)c1c(C)oc(C)c1S(=O)(=O)NCc1ccc(OC)cc1	0.4	1	-1	-11	6	6	i	0.3	3	-10
Cc1ccc(S(=O)(=O)N2CCC(C(=O)NC3CC(C)(C)NC(C)(C)C3)CC2)cc1	-0.4	-7	-4	-2	1	4	i	1.7	2	6
CCOc1ccc(NC(=S)N(CCCN2CCCC2)Cc2cccn2Cc2ccc(Cl)cc2)cc1	-0.8	-4	0	-7	-8	1	i	-1.2	-3	9
Cn1c(COc2ccc(Cl)cc2)nnc1SCC(=O)NC1CCCC1	0.0	0	0	-3	7	-1	i	-2.4	1	12
Fc1ccc2[nH]c3c(Cl)ncnc3c2c1	1.0	10	2	-1	-18	6	.	1.0	3	3
CCOC(=O)c1ccc(NC(=O)Nc2ccn(C)n2)cc1	-1.7	-2	-2	1	17	7	i	-0.9	0	-4
CC#CCN(CC#CC)S(=O)(=O)c1ccc(S(=O)(=O)N2CCOCC2)cc1	-0.9	-7	-3	-3	7	5	i	-1.1	1	7
COc1ccccc1CNC(=O)N1CCN(c2ccccc2Cl)CC1	0.1	-13	1	-2	0	0	i	1.7	6	8
COCCSc1nnc(NC(=O)c2cc(OC)c(OC)cc2[N+](=O)[O-])s1	-0.7	0	-2	-1	4	1	i	-0.8	-10	13
O=C(COC(=O)CCc1nc2ccccc2s1)Nc1nc(-c2ccccc2)cs1	-1.2	-7	5	-4	-7	0	i	0.3	0	-4
COc1cccc(CNC[C@H]2O[C@@H](n3cnc(C(N)=O)n3)[C@H](O)[C@@H]2O)c1OCc1ccc(F)cc1Cl	0.1	-7	-2	0	-3	3	i	-0.9	-3	-11
COc1ccc(/C=N/NC(=O)c2cccnc2)c2ccccc12	-1.6	0	0	-8	3	-1	i	-0.2	-22	11
O=c1/c(=C/c2ccco2)sc2n1CN(c1ccccc1)CN=2	0.0	-2	-3	-10	3	-3	i	-0.8	-20	7
C#CCOCCOCCOCCNc1nc(N2CCOCC2)nc(N2CCN(C(=O)[C@H](CCCCN)n3cc(CCCC)nn3)CC2)n1	-0.1	-3	3	7	-2	4	i	-3.9	-10	12
Cc1cc(-c2ccccc2)nc(SCC(=O)c2cccc([N+](=O)[O-])c2)n1	-0.3	1	3	-14	-1	-9	i	4.2	-18	11
CCOC(=O)C1CCN(c2c(NCc3ccc(N(C)C)cc3)c(=O)c2=O)CC1	-0.7	-3	5	-1	-7	0	i	1.5	0	0
CCN(C(=O)Cn1cc(C(C)=O)c2ccccc21)c1ccccc1	-0.1	-6	0	-8	0	-2	i	0.1	0	2
Cc1ccc(S(=O)(=O)c2c(N)n(CCC(C)C)c3nc4ccccc4nc23)cc1	1.1	17	2	-1	8	29	.	6.3	42*	33
CN(C)S(=O)(=O)N(CC(=O)N1CCN(Cc2ccccc2)CC1)c1ccccc1	-0.3	-4	-2	-7	1	0	i	0.5	-3	-10
O=C(O)C1OC(C(=O)O)C2C1C(F)(F)C2(F)F (stereo unspecified)	-0.4	3	1	-5	2	1	i	-0.1	-3	9
COCCCN1C(=O)c2ccc(C(=O)OCC(=O)N(C)c3ccccc3)cc2C1=O	-0.3	-3	-4	-4	1	1	i	-1.3	-28	6
CCc1cc(C(=O)OCC(=O)NCCc2ccccc2)sc1C	-0.3	-5	0	.	-6	1	i	0.0	-2	-3
Cc1nc2c3ccccc3n(CC(=O)c3ccc(F)cc3)c(=O)n2n1	0.1	-2	2	-12	13	2	i	-0.9	5	12
Cc1ccc(C(C)C)c(OC/C(O)=C(\C#N)c2nc3ccccc3[nH]2)c1	0.1	4	4	-17	-15	-2	i	-5.8	7	-3
CC(Sc1nc2ccccc2[nH]1)C(=O)Nc1ccc2c(c1)OCCO2 (stereo unspecified)	1.0	-4	1	-9	-4	-2	i	1.5	3	-1
CCc1cccc(NC(=O)C2CCN(c3ncnc4sc(C)c(C)c34)CC2)c1	0.0	18	0	1	2	-5	i	3.2	4	0
Cc1ccccc1Cn1cnc2ccccc2c1=O	-0.6	-2	-4	-8	18	7	i	-1.4	-3	5
CCN(CCn1cccn1)C(=O)CCc1nnc(C2CCCCC2)o1	-1.0	-1	-2	-5	-4	0	i	-0.5	0	7
CCOc1ccc(NC(=O)CN2C(=O)CSC(C)C2=O)cc1 (stereo unspecified)	0.3	2	-3	-12	14	1	i	-0.9	7	-3
COc1ccc(/C(O)=C2/C(=O)C(=O)N(CCCN3CCOCC3)C2c2ccc(C(C)C)cc2)cc1 (stereo unspecified)	-0.6	4	2	-1	10	-3	i	1.7	1	-2
CCOc1ccc(CCNC(=O)Cn2cccc2C(=O)c2ccccc2)cc1OCC	-0.2	-1	-4	-5	10	6	i	-0.9	1	-1
O=C(NCCc1nc2ccccc2[nH]1)Nc1ccccc1	3.2	2	1	-1	0	4	i	-2.0	3	1
CCOC(=O)CSc1nc2ccccc2c(=O)n1CC	-0.4	4	-1	-2	4	4	i	0.5	2	1
CN(C)S(=O)(=O)N1CCC(CCCC2CCN(S(=O)(=O)N(C)C)CC2)CC1	-0.7	2	1	-6	9	0	i	-0.9	0	8
CCOc1ccc(NC(=O)COc2ccc(C(=O)NCc3cccc(OC)c3)cc2OC)cc1	-0.2	-5	-1	-5	-11	-3	i	-7.1	-6	4
CCN1C(c2ccccc2)=C(c2ccccc2)S/C1=C\C=C1/SC(=S)N(C)C1=O	0.3	9	10	-6	-121	5	i	10	5	50*
Cc1ccc(C2=CC(=O)C[C@H](c3ccc4c(c3)OCO4)C2)cc1	-0.2	-2	-1	-4	10	-3	i	3.2	-15	17
CN(C)S(=O)(=O)N1CCC(Oc2cccc(C(=O)N3CCCCCCC3)c2)CC1	-0.1	-3	2	-2	0	1	i	1.4	-2	-3
CCn1c(SCC(=O)NCc2ccccc2)nc2c(c1=O)SC(C)C2 (stereo unspecified)	-0.6	4	-1	-12	-7	6	i	-1.8	-2	-1
COc1ccc(C(=O)N2CCOCC2)cc1S(=O)(=O)N1CCCc2ccccc21	-0.6	0	-1	-2	8	0	i	-1.2	-4	-2
CCN(CC)C(=O)c1sc(NC(=O)c2ccc3c(c2)OCO3)c(C#N)c1C	-1.2	-2	-2	-11	5	1	i	-1.2	6	-15
CCN(CC)CCNC(Cc1ccccc1)c1cccc(OC)c1 (stereo unspecified)	0.2	-6	-4	5	-3	-1	i	-0.6	2	-16
O=C(O)c1ccnc(SCC(=O)c2ccccc2)c1	0.3	-3	-2	-7	-4	3	i	1.3	1	8
COC(=O)C(C)Sc1nc2c(cnn2-c2ccc(F)cc2)c(=O)[nH]1 (stereo unspecified)	-0.3	-5	-2	-7	-10	1	i	-3.5	6	2
COc1ccc(CC(=O)NC2CCCCCC2)c(OC)c1	-0.2	-5	-1	-3	7	0	i	-0.4	5	15
CC1CCN(CC(=O)Nc2ccc(S(=O)(=O)NC3CC3)cc2)CC1	0.2	-7	8	-4	1	0	i	-0.9	-3	4
CN(C)S(=O)(=O)c1cccc(NC(=O)COC(=O)C2(c3ccccc3F)CCCC2)c1	0.5	-3	0	-18	-17	-9	i	3.4	3	2
COc1ccc(OC)c(S(=O)(=O)N2CCNCC2)c1	-0.1	-4	3	-11	-1	-2	i	-0.2	-2	-1
O=C(/C=C/c1ccccc1[N+](=O)[O-])NCc1ccncc1	-0.4	6	1	1	6	0	i	-0.8	-20	-6
CC1CCCCC1NC(=O)c1ccc(N2CCCC2=O)cc1 (stereo unspecified)	-0.8	0	-5	-1	-2	2	i	-2.4	-3	-2
COc1ccc(C(=O)c2coc3ccc(OC(C)=O)cc23)cc1	-1.3	-26	-2	-16	-2	1	i	0.4	1	6
Cc1ccc(S(=O)(=O)N2CCC(=O)N(C(CO)Cc3ccccc3)CC2)cc1 (stereo unspecified)	-0.3	2	-3	9	-2	9	i	2.6	1	5
CC(NC(=S)Nc1ccccc1)C1COc2ccccc2O1 (stereo unspecified)	2.4	9	1	-9	1	2	i	1.2	1	2
S=C(NCc1ccc(Cl)cc1Cl)NC1CCCCC1	0.8	-4	3	-3	-8	16	i	3.0	0	9
C=C(C)CSC1=C(C#N)C(c2ccccc2)CC(=O)N1 (stereo unspecified)	-0.3	2	0	-8	-8	-5	i	-0.4	-6	12
Cc1cccc(-c2noc(CCCC(=O)Nc3cccnc3)n2)c1	0.6	-1	-2	-4	0	-6	i	-0.9	1	-10

Pulled by compound from the entries so far:
SMILES	Tb MetRS inh	NadD block	STEP inh	Scp1 inh	NRP1-CendR mod	DNMT1 block	Neddyl block	LMPTP block	SUMO1-SIM PPI	SKN-1 block
O=C(O)C1OC(C(=O)O)C2C1C(F)(F)C2(F)F (stereo unspecified)	-0.4	3	1	-5	2	1	i	-0.1	-3	9
O=C(COC(=O)CCc1nc2ccccc2s1)Nc1nc(-c2ccccc2)cs1	-1.2	-7	5	-4	-7	0	i	0.3	0	-4
COc1ccc(CC(=O)NC2CCCCCC2)c(OC)c1	-0.2	-5	-1	-3	7	0	i	-0.4	5	15

The results go on.
SMILES	Tb MetRS inh	NadD block	STEP inh	Scp1 inh	NRP1-CendR mod	DNMT1 block	Neddyl block	LMPTP block	SUMO1-SIM PPI	SKN-1 block
C/C(N)=C(/C#N)C(=O)CSc1ncnc2ccccc12	0.2	-4	-2	-6	-21	5	i	0.1	-2	1
COC(=O)c1cc(NC(=O)CC2C(=O)NCCN2C(=O)c2ccc(F)cc2)cc(C(=O)OC)c1 (stereo unspecified)	0.3	-6	4	-10	-1	0	i	-2.0	1	6
O=C(NCCCN1CCOCC1)c1ccc(S(=O)(=O)Nc2ccccc2F)cc1	-0.4	-1	-2	2	-12	0	i	-1.1	0	6
CN(c1ccccc1)S(=O)(=O)c1cccc(NC(=O)c2nn(C)c(=O)c3ccccc23)c1	-0.3	-10	2	-11	-3	-12	i	3.2	-5	-2
